Screening results (PubChem)
HT1080NT lethal = kills 2HG-producing HT-1080-NT fibrosarcoma cells. HT-1080-NT fibrosarcoma viability, CellTiter-Glo ATP luminescence, 48 h. Potency, µM (titrated, usually from 46.1 µM), inactives show at the highest dose activity, negative = less viability, actives largely listed as cytotoxic. hit rate 1.6% among 360,000;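 note: NT is the 2HG producing partner of a matched IDH1 knockdown line; 0% = DMSO-treated cells and -100% = media-only wells without cells; nearly all actives have a fitted effect of over 55% in size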
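Toxicity toward the 2HG-producing NT line was scored as %Activity, normalised to DMSO and no-cell wells, from CellTiter-Glo luminescence after 48 hours' treatment.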
TDP-43 yeast inh = rescues yeast growth from TDP-43 toxicity; TDP-43 expressing yeast growth rescue, BacTiter-Glo, 24 h; Potency, µM (titrated, usually from 46.1 µM), inactives show at the highest dose growth rescue (activation), usual class: activators; hit rate 1.8% among 410,000; note: % of control where 0% means no effect; nearly all actives have a fitted effect of over 50% in size
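Readout is BacTiter-Glo luminescence of cell growth, so inhibitors register as activators. TDP-43-expressing yeast at OD600=0.02 in galactose medium, after raffinose pregrowth to mid-log, were incubated with compound for 24 hr at 30 deg C.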
GLP-1R inv ag = acts as inverse agonist at human GLP-1 receptor; Potency, µM (doses to about 38.3 µM), for the others: at the top dose activity change, negative = inhibition, actives largely listed as inhibitors; hit rate 1.6% among 410,000; HEK293 GLP-1R CRE-luciferase, luminescence, 24 h; GLP-1R form is constitutively active; P43220; note: % is set by controls: 0 for no effect and ±100 for the full control effect; nearly all actives have a fitted effect of over 55% in size
Target sequence (P43220 whole entry, looked up): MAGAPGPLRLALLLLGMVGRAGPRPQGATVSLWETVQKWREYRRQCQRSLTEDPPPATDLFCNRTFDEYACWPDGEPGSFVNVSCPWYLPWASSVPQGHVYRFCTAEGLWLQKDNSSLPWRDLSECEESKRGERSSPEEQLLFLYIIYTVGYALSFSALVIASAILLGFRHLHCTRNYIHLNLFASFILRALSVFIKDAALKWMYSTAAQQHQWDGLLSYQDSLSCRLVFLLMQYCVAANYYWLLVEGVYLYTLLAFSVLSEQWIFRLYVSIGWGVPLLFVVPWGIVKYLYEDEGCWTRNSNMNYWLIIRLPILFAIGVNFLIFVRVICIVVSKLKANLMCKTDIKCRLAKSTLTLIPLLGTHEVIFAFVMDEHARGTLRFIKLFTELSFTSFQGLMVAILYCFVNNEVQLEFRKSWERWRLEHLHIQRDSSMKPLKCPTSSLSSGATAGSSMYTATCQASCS
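Cells are plated, allowed 12 hours at 37 deg C, then treated with compounds for 24 hr before luciferase detection reagent is added and luminescence is read after 12 min at room temperature. The HEK293 line carries constitutively active GLP-1R with a cAMP-responsive reporter.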
GLP1R ag = GLP-1 receptor (human) agonism; hit rate 0.007% among 380,000; HEK293 GLP-1R CRE-luciferase, luminescence, 4-6 h; cells express a hypersensitive GLP-1R form; Potency, µM (top dose mostly 45.6 µM), for inactives: top-dose activation, hits mostly activators; P43220; note: % of control where 0% means no effect
KB-3-1 tox = kills parental KB-3-1 adenocarcinoma cells; Potency, µM (top dose mostly 46.1 µM), for inactives: at the highest dose activity change, negative = cytotoxic, hits mostly cytotoxic; hit rate 1.4% among 400,000; KB-3-1 viability, CellTiter-Glo ATP luminescence, 72 h; note: % is set by controls: 0 for no effect and ±100 for the full control effect; nearly all actives have a fitted effect of over 60% in size
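Cytotoxicity measured as CellTiter-Glo luminescence after 72 h at 37 C. Compound titrations were pinned onto drug-naive KB-3-1 parental adenocarcinoma cells grown in DMEM with 10% FBS, and normalized data fitted to concentration-response curves.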
KB-V1 cytotox = kills drug-selected multidrug resistant KB-V1 cells; AID 1347076; hit rate 3.4% among 400,000; Potency, µM (highest dose often 46.1 µM), without a hit: at the top dose activity change, negative = cytotoxicity, most hits filed as cytotoxic; KB-V1 MDR cells viability, CellTiter-Glo, 72 h; note: % is set by controls: 0 for no effect and ±100 for the full control effect; nearly all actives have a fitted effect of over 60% in size
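Potencies derive from concentration-effect curves fitted to normalized luminescence (CellTiter-Glo) of KB-V1 cells treated for 72 h at 37 degrees C in phenol-red-free DMEM containing 10% FBS.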
SW480 rereplic = induces DNA re-replication in SW480 colon adenocarcinoma cells; Potency, µM (highest dose often 46.1 µM), inactives show at the highest dose re-replication activation, most hits filed as activators; hit rate 1.8% among 340,000; AID 624297; SW480 DNA re-replication, Hoechst DNA content imaging, 48 h; note: % of control where 0% means no effect; nearly all actives have a fitted effect of over 55% in size
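Quantitative HTS format with DMSO vehicle controls; 48 hr drug incubation at 37 C, then 40 min Hoechst staining and scanning imager measurement at 405 nm excitation.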
HT1080 IDH1KD tx = kills HT-1080 cells with IDH1 knockdown; AID 686971; Potency, µM (top dose mostly 46.1 µM), for inactives: at the highest dose activity, negative = toxicity, actives largely listed as cytotoxic; hit rate 2% among 360,000; HT-1080 IDH1 knockdown viability, ATP luminescence, 48 h;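 note: 0% = DMSO wells and -100% = cell-free medium wells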
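Viability of IDH1-knockdown HT-1080 fibrosarcoma cells was assessed by CellTiter-Glo after 48 h at 37 °C with titrated compound; concentration-effect curves were classified by fit quality and response size.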
HEK293 tox = cytotoxicity in counter-screen for GLP-1R inverse agonists; hit rate 0.13% among 410,000; Potency, µM (highest dose often 38.3 µM), for inactives: at the highest dose activity change, negative = inhibition, most hits filed as inhibitors; AID 624418; HEK293 cAMP-luciferase reporter cells, luminescence, 24 h;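 note: loss of luciferase light is scored as toxicity; % is set by controls: 0 for no effect and ±100 for the full control effect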
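To flag toxic compounds, the library was rerun on cells for 24 hr at 37 deg C and 5% CO2. Viability-linked luminescence was captured 12 min after adding luciferase detection reagent.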
* marks the source's active call; other numbers are inactive results; ? = inconclusive; · = not tested or not shown; & = joins results of further samples; [ ] = dose if it differs, or a comment. Calls come from the whole dose curve; as a rule, active = well fitted curve in the direction sought with a large enough effect; inconclusive = small, poorly fitted or top-dose-only effect, or another doubt; inactive = no such curve, though single readings can be large; an effect the other way counts as inactive or inconclusive. Potency is the fitted concentration of half-maximal effect. No enrichment for hits. About 9.4% of those tested had a hit in this group.

SMILES	HT1080NT lethal	TDP-43 yeast inh	GLP-1R inv ag	GLP1R ag	KB-3-1 tox	KB-V1 cytotox	SW480 rereplic	HT1080 IDH1KD tx	HEK293 tox
S=c1nccc(-c2ccc3c(c2)CCO3)[nH]1	3%	8%	7%	-1%	2%	1%	-54%	3%	2%
Oc1cc2c(cc1O)C(c1ccccc1)CNCC2 (stereo not given)	-30%	13%	0%	0%	0%	0%	12%	-23%	-10%
CC1(C)CC(=O)c2cnc(N3CCN(c4ccccc4)CC3)nc2C1	-1%	2%	0%	0%	?	?	-14%	0%	2%
Cc1ccc(C(=O)NC(NCc2ccccc2)C(Cl)(Cl)Cl)cc1 (stereo not given)	8%	9%	-23%	-7%	1%	-14%	-3%	3%	-8%[1.53 µM]
COc1ccc(C)cc1NC(=O)c1ccc2nc(Cc3ccccc3)oc2c1	·	1%	-12%	·	5%	6%	·	·	-1%
Cc1cc(C(=O)OCC(=O)NCCC(C)C)c2ccccc2n1	0%	-4%	0%	?	1%	4%	-6%	12%	11%
Cc1onc(-c2ccccc2Cl)c1C(=O)N1CCOC12CCN(c1cccc(F)n1)CC2	20%	-9%	8%	3%	-3%	3%	-136%[inhibitor]	4%	10%
Cn1cc(CN2CC3C[C@@H]4CC2C[C@H](C3)C4)c(-c2ccc3c(c2)OCCO3)n1	12%	-21%	-9%	1%	-5%	-20%	?	13%	-3%
CCS(=O)(=O)c1ccc(O)c(NC(=O)COc2ccc(Cl)cc2)c1	0%	-7%	7%	3%	17%	11%	27%	2%	-3%
CCc1cc2c(=O)c(-c3ccc4c(c3)OCCO4)coc2c(CN2CCCCC2C)c1O (stereo not given)	-15%	-8%	?	-1%	?	-10%	?	?	-10%
COc1cc(NC(=O)CNC(c2ccccc2)c2ccccc2)cc(OC)c1OC	-3%	7%	?	15%	-3%	-8%	-3%	-4%	19%
CCOc1ccc(CCn2c3c(c(=O)[nH]c2=O)C(NC(=O)c2ccccc2)(C(F)(F)F)C(=O)N3)cc1OCC (stereo not given)	·	5%	7%	-2%	-1%	4%	·	·	2%

Results in KB-3-1 tox, SW480 rereplic and KB-V1 cytotox, for some of the entries so far:
canonical_smiles,KB-3-1 tox,SW480 rereplic,KB-V1 cytotox
CCS(=O)(=O)c1ccc(O)c(NC(=O)COc2ccc(Cl)cc2)c1,17%,27%,11%
CCc1cc2c(=O)c(-c3ccc4c(c3)OCCO4)coc2c(CN2CCCCC2C)c1O (stereo not given),?,?,-10%

The listing picks up, starting two compounds before the break.
SMILES	HT1080NT lethal	TDP-43 yeast inh	GLP-1R inv ag	GLP1R ag	KB-3-1 tox	KB-V1 cytotox	SW480 rereplic	HT1080 IDH1KD tx	HEK293 tox
COc1cc(NC(=O)CNC(c2ccccc2)c2ccccc2)cc(OC)c1OC	-3%	7%	?	15%	-3%	-8%	-3%	-4%	19%
CCOc1ccc(CCn2c3c(c(=O)[nH]c2=O)C(NC(=O)c2ccccc2)(C(F)(F)F)C(=O)N3)cc1OCC (stereo not given)	·	5%	7%	-2%	-1%	4%	·	·	2%
C=CCc1cc(Cl)ccc1OCCNCCOC	-4%	-14%	?	2%	3%	-23%	-7%	-6%	1%
O=c1nc2ccccc2c2n1CC(CN1CCN(c3ccccc3F)CC1)N2 (stereo not given)	1%	-1%	-9%	6%	0%	?	-4%	1%	-3%
CC(C)(C)OC(=O)NN=C(c1ccc(O)cc1)c1ccc(O)cc1	1%	-6%	-22%	6%	11%	15%	-7%	4%	-19%
C[C@H](NC(=O)OC(C)(C)C)c1nnc(SCC(=O)Nc2cccc(Cl)c2)o1	?	5%	-11%	7%	14%	18%	-16%	19%	-10%
COc1ccc(NC(=O)CCNS(=O)(=O)c2ccc(NC(C)=O)cc2)cc1Cl	-1%	-20%	12%	2%	-13%	7%	-20%	-4%	-2%
COc1cccc(NC(=O)c2ccccc2-c2ccccc2C(=O)O)c1	1%	0%	3%	0%	2%	3%	-5%	8%	-5%
O=C(Cn1nc(-c2ccccc2)c2cnc3ccc(F)cc3c21)NC1CCCC1	·	18%	15%	·	7%	18%	·	·	-5%
CCOC(=O)COc1cc(OCC(=O)OCC)c2c3c(c(=O)oc2c1)CCCC3	-4%	3%	-23%	15%	-11%	6%	-1%	0%	-17%
C[C@H]1CN([C@@H](C)CO)C(=O)c2cc(Br)cnc2O[C@@H]1CN(C)C(=O)c1ccncc1	16%	0%	4%	0%	18%	10%	·	6%	-15%
O=C(CNC1CCCCCC1)c1cccs1	-2%	-4%	22%	0%	1%	?	1%	-2%	16%
O=C(O)C1SCCN1S(=O)(=O)c1ccc2ccccc2c1 (stereo not given)	4%	-5%	0%	5%	-6%	22%	-28%	7%	-4%
CCOC(=O)C1(c2nc(N)cs2)COC(=O)C1 (stereo not given)	8%	2%	1%	-11%	-1%	28%	-25%	17%	5%
O=C(COC(=O)C(Cc1ccccc1)NC(=O)c1ccco1)NC1CC1 (stereo not given)	-1%	23%	36%[activator]	-4%	-1%	9%	1%	0%	8%
COc1ccccc1N1CCN(C2CCCN(C(=O)c3cc(C4CC4)on3)C2)CC1 (stereo not given)	-1%	7%	-10%	1%	-1%	-8%	-3%	3%	1%
Cc1nn(C)c(C)c1S(=O)(=O)N(CC(=O)NCCc1ccccc1)c1ccc(C(C)C)cc1	·	23%	-2%	·	4%	8%	·	·	1%
COc1cc(/C=C/C(=O)OCC(=O)Nc2ccccc2Cl)cc(OC)c1OC	11%	-5%	32%	10%	-4%	-6%	?	3%	-17%
CC1CCCCC1NC(=S)Nc1ccc(SC(F)F)cc1 (stereo not given)	?	20µM*	?	-23%	?	?	-2%	?	?
Cc1cccc(N2C(S)=C(C#N)C(=O)NC2c2cccs2)c1 (stereo not given)	7%	15%	1%	-3%	27%	4%	19%	1%	1%
COc1ccc([N+](=O)[O-])cc1NC(=O)CCC(=O)c1cccs1	-2%	-10%	-6%	6%	9%	?	0%	-4%	0%
COc1ccc(C(=O)C2CCCN(Cc3c(O)cccc3OC)C2)cc1OC (stereo not given)	-29%	3%	17%	23%	0%	-3%	0%	?	-20%
CCc1nc2ccc(C(=O)Nc3ccc(OC)c(OC)c3)cn2c1N(C)Cc1nccs1	5%	8%	10%	5%	0%	?	·	0%	3%
CSCCC(NC(=O)c1ccccc1)C(=O)OCC(=O)c1ccc[nH]1 (stereo not given)	14%	6%	20%	7%	-5%	0%	0%	-1%	14%
CC(OC(=O)CC1CC2CCC1C2)C(=O)Nc1ccc(C(N)=O)cc1 (stereo not given)	2%	7%	-1%	12%	1%	-6%	6%	5%	-3%
O=C(NC(=S)Nc1cccc([N+](=O)[O-])c1)c1ccco1	-6%	21%	35%[activator]	7%	1%	0%	-6%	-3%	-2%
Cc1ccc2c(CC(=O)Nc3ccc(N4CCN(C)CC4)cc3C)coc2c1	-2%	26%	0%	1%	?	?	?	-14%	1%
CC(C)CCN(C(=O)C1=COCCO1)c1c(N)n(Cc2ccccc2)c(=O)[nH]c1=O	2%	-2%	-6%	0%	1%	-14%	1%	0%	3%
CC(=O)c1ccc(NC(=O)CNCc2cccs2)cc1	10%	4%	15%	8%	0%	9%	-33%	3%	1%
Cc1cccc(N(C(=O)c2snc(C(N)=O)c2N)C(C(=O)NC2CCCC2)c2ccncc2)c1 (stereo not given)	1%	2%	0%	-2%	-1%	-22%	9%	5%	14%
CCc1ccc(N2CN=c3s/c(=C\c4ccccc4)c(=O)n3C2)cc1	6%	-14%	9%	0%	1%	0%	-13%	0%	11%
CC(OC(=O)c1n[nH]c2ccccc12)C(=O)Nc1ccccc1[N+](=O)[O-] (stereo not given)	-2%	8%	6%	8%	-3%	-16%	-6%	0%	6%
CC(OC(=O)c1cccc(NS(C)(=O)=O)c1)C(=O)Nc1ccc2c(c1)OCO2 (stereo not given)	-6%	9%	-10%	9%	?	?	0%	1%	-23%
O=C(c1cccs1)N(c1ccc(Br)cc1)C1C=CS(=O)(=O)C1 (stereo not given)	-4%	-5%	2%	-1%	1%	-20%	-9%	-2%	6%
COc1cc(OC)c(N(C)C(=O)c2cn(C)c(=O)c3cc(OC)c(OC)cc23)cc1Cl	-1%	0%&-5%	23%&11%	-2%&1%	7%&2%	1%&0%	-12%	-3%	28%&-14%
COc1ccc(NC(=O)c2cc3c(CO)cnc(C)c3oc2=Nc2cc(OC)cc(OC)c2)cc1	-3%	-13%	3%	11%	0%	1%	-5%	6%	-1%
O=C(Cc1ccccc1)N(Cc1cccnc1)c1nc2c(F)cc(F)cc2s1	·	18µM*	?	·	0%	?	·	·	3%
CCOC(=O)c1nnsc1-c1ccc(-c2snnc2C(=O)OCC)cc1	4%	0%	-15%	-4%	0%	1%	-8%	10%	6%
CCc1nn(CC(=O)N2CCCCC2)c(=O)c2cc3occc3n12	·	0%	7%	·	2%	6%	·	·	-7%
COc1ccc(NC(=O)C2CCCCN2S(=O)(=O)c2ccc(F)cc2)cc1 (stereo not given)	3%	2%	?	1%	-18%	-11%	-1%	?	-13%
Cc1ccc(NS(=O)(=O)c2ccc(-n3cccn3)cc2)c(Br)c1	-2%	24%&11%	?	0%&-2%	?	?	·	-22%	-3%&5%
CC(C)n1cc(/C=C2/SC(=O)N(CC(=O)N3CCCC3)C2=O)c2ccccc21	2%	1%	?	-1%	-4%	-14%	11%	13%	-21%
O=C1c2ccccc2N2C(=O)c3ccccc3C2N1Cc1ccco1 (stereo not given)	-23%	?	7%	5%	1%	-3%	-4%	0%	-19%
Cc1ccc(NC(=O)C2CCCN(c3ncnc4c3nc3n4CCCCC3)C2)c(Br)c1 (stereo not given)	·	17%	-3%	·	-3%	-11%	·	·	-10%
O=C1C(Cc2ccccc2)Nc2ncnc(N3CCN(c4ccccc4)CC3)c2N1Cc1ccc(Cl)cc1 (stereo not given)	-10%	-5%	11µM*	-4%	0%	19%	11%	-8%	34%[activator]
